# KCNK3 inh: human KCNK3 channel inhibition, primary screen | O14649 | CHO-KCNK3 thallium flux, FluxOR fluorescence; stronger effect = lower value | B-score at 10 µM | actives 0.84% (n = 340,000) | AID 602410;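 active = B-score under library mean minus 4 SD, starting fluorescence ratio at most library mean plus 5 SD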;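 note: more negative B-score means stronger inhibition of thallium flux through KCNK3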
# Target sequence (O14649 whole entry, looked up): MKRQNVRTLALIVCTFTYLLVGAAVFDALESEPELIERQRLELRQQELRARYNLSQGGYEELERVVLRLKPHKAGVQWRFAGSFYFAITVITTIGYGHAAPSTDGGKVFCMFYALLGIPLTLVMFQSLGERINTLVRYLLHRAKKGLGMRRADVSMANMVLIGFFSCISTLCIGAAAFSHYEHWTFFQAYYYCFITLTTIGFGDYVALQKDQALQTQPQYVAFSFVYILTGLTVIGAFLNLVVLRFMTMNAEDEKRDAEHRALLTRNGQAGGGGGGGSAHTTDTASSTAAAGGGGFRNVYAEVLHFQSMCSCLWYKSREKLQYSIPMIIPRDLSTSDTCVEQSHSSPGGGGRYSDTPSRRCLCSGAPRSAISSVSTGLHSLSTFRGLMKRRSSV
# KCNQ1 block: inhibitors of human KCNQ1 potassium channel. CHO-K1 KCNQ1, FluxOR thallium flux fluorescence; stronger effect = higher value. B-score at 10 µM. actives 1.3% (n = 310,000). AID 2642;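 active = compounds whose thallium flux B-score, printed positive for inhibition, exceeds three library SD while starting fluorescence stays within three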;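 note: channel opened by potassium depolarization with thallium stimulus after 20 min compound exposure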
# Target sequence (P51787 whole entry, looked up): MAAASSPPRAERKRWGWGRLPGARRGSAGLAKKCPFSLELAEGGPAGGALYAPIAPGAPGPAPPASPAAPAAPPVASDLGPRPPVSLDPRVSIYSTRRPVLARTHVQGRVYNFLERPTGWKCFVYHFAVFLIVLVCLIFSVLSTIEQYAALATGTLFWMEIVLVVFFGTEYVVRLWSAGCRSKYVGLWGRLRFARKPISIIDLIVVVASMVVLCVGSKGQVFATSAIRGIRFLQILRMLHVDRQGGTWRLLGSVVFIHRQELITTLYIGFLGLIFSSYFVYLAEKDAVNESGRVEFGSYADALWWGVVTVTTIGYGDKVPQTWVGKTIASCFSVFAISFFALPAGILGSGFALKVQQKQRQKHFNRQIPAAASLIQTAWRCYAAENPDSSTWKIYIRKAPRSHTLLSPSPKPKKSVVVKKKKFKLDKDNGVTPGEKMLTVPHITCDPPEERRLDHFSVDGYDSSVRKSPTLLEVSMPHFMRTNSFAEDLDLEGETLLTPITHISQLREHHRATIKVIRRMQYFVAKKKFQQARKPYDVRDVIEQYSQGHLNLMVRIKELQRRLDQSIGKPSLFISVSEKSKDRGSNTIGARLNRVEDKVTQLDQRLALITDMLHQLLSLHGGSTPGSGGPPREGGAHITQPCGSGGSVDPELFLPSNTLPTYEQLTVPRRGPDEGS
# KCNK9 inh: blocks the human KCNK9 two-pore domain potassium channel. actives 1.2% (n = 310,000). B-score at 10 µM. HEK293 KCNK9, FluxOR thallium flux fluorescence; stronger effect = lower value. Q9NPC2;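 active = ratio B-score over 3 SD below the library mean, with starting fluorescence within 5 SD of its mean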;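 note: negative B-score means less thallium flux so channel inhibition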
# Dyrk1A ADPGlo: inhibitors of rat Dyrk1A kinase | Q63470 | ADP-Glo luminescence, NFATc1 peptide | inhibition, % at 12.5 µM | actives 0.43% (n = 310,000); in the data active = inhibition above about 50%;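 note: plate controls were vehicle with enzyme for no effect and no enzyme for full effect; many of its hits are not listed in these tables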
# PolyA inhibitor: yeast polyadenylation inhibition. actives 0.02% (n = 300,000). AID 1875. calls only at 12 µM. S. cerevisiae SKY197-pL101 polyadenylation reporter, beta-gal luminescence; efflux-impaired pdr1/pdr3 knockout yeast; score 100 = 6 SD above DMSO;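 active = lowest replicate activity score at least 50, where 100 means six control SD above control mean; inconclusive = lowest score under 50 but half or more replicates reach 50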;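 note: yeast exposed to compound for 9 h at 30 °C; higher score means more reporter readthrough which indicates perturbed polyadenylation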
# GSK3B inh: blocks human GSK3beta kinase activity; P49841; AID 2097; actives 0.038% (n = 300,000); GST-GSK3beta kinase, ADP-Glo luminescence, 60 min; stronger effect = lower value; activity score (negative = inhibition), % at 10 µM;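 active = more than half of replicate wells score below -50%, meaning over 50% inhibition versus plate controls; inconclusive = some replicates but at most half score below -50%; inactive = no replicate scores below -50%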;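 note: 0% = median DMSO wells and -100% = median GW8510 positive control wells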
#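 Test system – GST-tagged human GSK3beta kinase, cell-free · Incubation – 60 min enzyme reaction, room temperature · Signal – ADP-Glo luminescence · Also added – peptide substrate and ATP at 25 µM · Controls – DMSO neutral wells and GW8510 at 20 µM as positive · Buffer or medium – Tris/MgCl2 kinase buffer · Measure – Luminescence-derived activity versus plate DMSO and GW8510 wells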
# RGS4 pot: RGS4 potentiation or activation; AID 463111; HEK293 M3R/inducible RGS4, carbachol calcium flux Fluo4; stronger effect = lower value; B-score at 10 µM; actives 0.92% (n = 310,000);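 active = B-score of the integrated calcium signal more than 4 SD below the library mean, with starting fluorescence not abnormally high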;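 note: negative B-score means reduced calcium response which marks RGS4 activation or potentiation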
#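 Assay system: HEK293 FlpIn-TREx cells, stable M3R, doxycycline-inducible RGS4 / Probe or stimulus: carbachol, ECmax concentration / Times: overnight RGS4 induction, 30 min dye load 37 °C, 20 min compound RT / Signal: kinetic calcium fluorescence imaging with Fluo4-AM dye, 2 µM / Measure: Agonist-evoked peak-minus-minimum fluorescence over baseline, integrated ratio, B score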
# HDAC3 inh: human HDAC3 inhibition. O15379. recombinant HDAC3, fluorogenic peptide/trypsin coupled, fluorescence. inhibition, % at 8.3 µM. actives 0.15% (n = 320,000). AID 2718; in the data active = inhibition above about 26%, passing the limit was not always enough; inconclusive = no clear call, values can overlap the other calls
# GSK3A inh: blocks human GSK-3 alpha kinase; P49840; ADP-Glo luminescence, 60 min; inhibition, % at 10 µM; actives 0.1% (n = 320,000); AID 2650;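 in the data active = inhibition above about 50%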;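 note: GST-tagged GSK-3 alpha with peptide substrate and 25 µM ATP; 0% = DMSO neutral wells and 100% = GW8510 positive control wells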
# KCNQ1 act: potentiators or activators of human KCNQ1 potassium channel | actives 0.35% (n = 310,000) | P51787 | B-score at 10 µM | CHO-K1 KCNQ1, thallium flux FluxOR fluorescence; stronger effect = higher value | AID 2648;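 active = fluorescence ratio B-score, a plate-corrected score, at least three library SD, with initial intensity B-score within 5 SD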
#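 Assay system: stable KCNQ1 CHO-K1 line; medium: assay buffer, equal DMSO in all wells; timing: 90 min dye loading and 20 min compound exposure, both at room temperature; technique: kinetic FluxOR thallium fluorescence, 10-s 1-Hz baseline, 110-s post-stimulus read; read-out basis: B score of baseline-normalized fluorescence ratio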
# hERG protect: compounds protecting human hERG from proarrhythmic drug block; Q12809; activation (rescue from dofetilide block), less the hit threshold, % at 10 µM; AID 1511; CHO-hERG, FluxOR thallium flux, dofetilide IC70 present; actives 0.51% (n = 310,000);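 active = activation above the mean of controls blocked by dofetilide plus 5 SD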;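 note: thallium influx through hERG after potassium depolarization seen as dye fluorescence rise; in these data hits start at about 4.7%; inactives centre near -7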
# Numbers without * were called inactive; i = inactive; ? = inconclusive; · = not tested or not shown. This is a subset; count on the stated rates, not on these rows.
# Values run as follows: KCNK3 inh	KCNQ1 block	KCNK9 inh	Dyrk1A ADPGlo	PolyA inhibitor	GSK3B inh	RGS4 pot	HDAC3 inh	GSK3A inh	KCNQ1 act	hERG protect
CCCCCCCCC(=O)NNC(=O)c1c(O)c2ccccc2n(CCC)c1=O
  i	i	i	2	i	0	i	1	1	i	-11
OC1CCCN(Cc2ccc3c(c2)Cc2ccccc2-3)C1 (stereo unspecified)
  i	i	i	3	i	-1	i	-9	·	i	-3
CN(C)CCCNC(=S)N1CCn2c(nc3ccccc32)C1
  i	i	i	15	i	4	i	2	-4	i	-5
COCCC(=O)N1CCC(Oc2ccc(C(=O)NCCc3ccccn3)cc2)CC1
  i	i	i	-3	i	3	i	12	-2	i	-6
Cc1ccc(-c2csc3nc[nH]c(=S)c23)cc1C
  i	i	i	-2	i	2	i	6	7	24*	56*
CC1CN(S(=O)(=O)c2cccc(C(F)(F)F)c2)CN1C(=O)N1CCOCC1 (stereo unspecified)
  i	i	i	-6	i	-2	i	5	0	i	-5
CC(CCN1CCN=C1Nc1ccccc1)c1ccccc1 (stereo unspecified)
  i	i	i	6	i	-1	i	-14	0	i	-1
CCOc1ccc(S(=O)(=O)N2CCCCC2)c2ccccc12
  i	i	i	3	i	-1	i	11	-2	i	-12
Cc1cc(/C=C2/SC(=O)N(CC(=O)N3CCCC3)C2=O)ccc1N1CCOCC1
  i	i	i	·	i	0	i	1	3	i	-7
CCOC(=O)C1CCCN(C(=O)c2ccc3c(c2)N(Cc2ccccc2)C(=O)c2ccccc2S3=O)C1 (stereo unspecified)
  i	i	i	-2	i	3	i	1	·	i	-17
Cc1ccc(NC(=S)NNC(=S)Nc2cccc(C(F)(F)F)c2)cc1
  i	i	i	·	i	7	i	?	0	i	-6
NC(=O)COC(=O)c1sc2ccccc2c1Cl
  i	i	i	15	i	0	i	2	0	i	-7
CCN(CC(=O)Nc1c(F)cccc1F)C(=O)c1ccc(Cl)c(S(=O)(=O)N2CCCCC2)c1
  i	i	i	-8	i	1	i	-2	1	i	-1
COc1cccc(-c2csc(N3CCN(C(=S)Nc4ccccc4Cl)CC3)n2)c1
  i	i	i	-1	i	-1	i	-6	1	i	2
O=C(COC(=O)c1cc[n+]([O-])cc1)Nc1ccc(Cl)cc1[N+](=O)[O-]
  i	i	i	4	i	2	i	-4	-2	i	-4
CCOC(=O)c1ccc(NC(=O)CSc2nccn2C)cc1
  i	i	i	-6	i	1	i	1	1	i	-7
COC(=O)CS(=O)(=O)c1nnc([C@H](Cc2ccccc2)NC(=O)OC(C)(C)C)o1
  i	i	i	1	i	1	i	55*	-4	i	-28
COc1ccccc1CNC(=O)[C@H](C)N1C(=O)N2CCc3c([nH]c4ccccc34)[C@@]2(C)C1=O
  i	i	i	7	i	3	i	3	-1	i	-14
OC(CN1CCOCC1)CN(c1ccccc1)c1ccccc1 (stereo unspecified)
  i	i	i	-3	i	0	i	4	0	i	-4
CCOC(=O)N1CCC(NC(=O)c2cc(COc3ccc(F)cc3Cl)on2)CC1
  i	i	i	-1	i	2	i	2	-3	i	-8

# (listing goes on)
# Values run as follows: KCNK3 inh	KCNQ1 block	KCNK9 inh	Dyrk1A ADPGlo	PolyA inhibitor	GSK3B inh	RGS4 pot	HDAC3 inh	GSK3A inh	KCNQ1 act	hERG protect
COc1ccc(C(CC(=O)NCc2ccccc2)C(C)C)cc1 (stereo unspecified)
  i	i	i	-14	i	0	i	1	1	i	-15
CCOc1ccc(NC(=O)CC2C(=O)N(C)C(=S)N2Cc2ccc3c(c2)OCO3)cc1 (stereo unspecified)
  i	i	i	0	i	-5	i	1	-2	i	-9
Cc1ccccc1N1CCN(C2CCCN(C(=O)c3cc[n+]([O-])cc3)C2)CC1 (stereo unspecified)
  i	i	i	-3	i	-1	i	-2	-1	i	-5
C/C(=C\C#N)n1nc(C)cc1N
  i	i	i	2	i	6	i	-2	13	i	-4
COc1ccccc1CCNC(=O)Nc1cccc([N+](=O)[O-])c1
  i	6*	i	0	i	0	i	0	-1	i	-4
CCOc1ccc(C2C(C#N)=C(N)SC(N)=C2C#N)cc1OCC
  -12*	i	i	6	i	-1	i	7	4	i	-7
O=C(COC(=O)Cc1ccsc1)Nc1ccccc1
  i	i	i	-3	i	1	i	-2	-2	i	-13
CC(C)(C)c1ccc(-c2cc(-c3ccccc3O)[nH]n2)cc1
  i	i	i	-3	i	-2	i	2	0	i	-3
COc1ccccc1C(=O)NCCC(=O)NCCc1ccccc1
  i	i	i	-2	i	-2	i	4	-6	i	-7
COC(=O)Cc1ccc(NC(=S)NCc2ccccc2OC)cc1
  i	i	i	3	i	-3	i	-10	-1	i	-7
COCCN(C)Cc1nc(C(c2ccccc2)c2ccccc2)no1
  i	i	i	·	i	-5	i	-4	-4	i	-5
O=C(CN1C(=O)NC2(CCOc3ccccc32)C1=O)Nc1ccc2c(c1)OCCO2 (stereo unspecified)
  i	i	i	-3	i	0	i	?	-2	i	-1
CC(=O)n1cc([C@H]2C=C(C(=O)Nc3ccccc3)O[C@@H](OCCCCO)C2)c2ccccc21
  i	i	i	-3	i	-1	i	3	·	i	-7
COc1ccccc1NC(=O)c1cc(OC)c(OC)cc1[N+](=O)[O-]
  i	i	i	6	i	1	i	-1	-3	i	-14
O=C(C1CCN(S(=O)(=O)c2cccnc2)CC1)N1CCN(c2ccc(Cl)cc2)CC1
  i	i	i	5	i	3	i	-2	1	i	-12
CC(=O)c1c(C)[nH]c(C(=O)OCC(=O)NCC(C)C)c1C
  i	i	i	·	i	0	i	-1	1	i	-7
OC1(c2ccc(F)cc2)CCN(Cc2cccnc2)CC1
  i	i	i	-5	i	4	i	1	-1	i	-6
COc1cc(/C=N\NC(=O)Cn2nnc3ccccc32)cc(OC)c1OC
  i	i	i	3	i	2	i	-1	-3	i	-5
Cc1cc(C=C2C(=O)c3ccccc3C2=O)c(C)n1-c1ccc(C(=O)O)cc1
  i	i	i	-4	i	0	i	16	2	i	-9
Cc1nn(-c2ccccc2)c(C)c1NC(=O)c1ccc(S(=O)(=O)N2CCCC2)cc1
  i	i	i	-6	i	-1	i	8	0	i	-1

# Additional results
# Values run as follows: KCNK3 inh	KCNQ1 block	KCNK9 inh	Dyrk1A ADPGlo	PolyA inhibitor	GSK3B inh	RGS4 pot	HDAC3 inh	GSK3A inh	KCNQ1 act	hERG protect
N#C/C(=C\c1c[nH]c2ccccc12)C(=O)NC1CC1
  i	i	i	9	i	0	i	2	-1	i	-11
COc1ccc(C(=O)NCc2ccon2)cc1OC1CCN(C(C)C)CC1
  i	i	i	0	i	-3	i	1	-1	i	-3
Cc1noc(C)c1S(=O)(=O)Nc1ccc(C(=O)N2CCCCC2)cc1
  i	i	i	3	i	0	i	1	-2	i	-10
Cc1ccc(S(=O)(=O)NC(C(=O)Oc2ccc3c(C)c(Cl)c(=O)oc3c2)c2ccccc2)cc1 (stereo unspecified)
  i	i	i	6	i	1	i	-103	0	i	-14
COCCNC(=O)CN1CCC(NC(=O)Nc2ccc(C(F)(F)F)cc2)CC1
  i	i	i	9	i	0	i	-2	1	i	-11
CC(C)NC(=O)C(Sc1ccccc1)c1ccccc1 (stereo unspecified)
  i	i	i	-2	i	5	i	-4	-2	i	-14
Cc1[nH]c2c([N+](=O)[O-])cccc2c1C
  i	i	i	1	i	2	i	2	2	i	-11
CCN1CCN(C(=O)c2nn(-c3ccc(OC)cc3)c(=O)c3c2c2ccccc2n3C)CC1
  i	i	i	-3	i	-1	i	1	0	i	-7
Cc1ccc(-c2c(CC(=O)O)c(C)nc3sc4c(c23)CCCC4)cc1
  i	i	i	-5	i	-1	i	3	3	i	-11
CCc1ccc(OCc2nnc(SCC(=O)NCc3ccco3)o2)cc1
  i	i	i	-2	i	3	i	0	-3	i	-17
Cn1c(=O)c2c(ncn2CCOc2ccc(F)cc2)n(C)c1=O
  i	i	i	1	i	0	-8.9*	1	-2	i	-8
COc1ccc(C(=O)CSc2ccc(-c3ccc(C)cc3)nn2)cc1
  i	i	i	-8	i	0	i	5	-1	i	-4
NC(=O)c1ccccc1NC(=O)CSc1nc2c(c(=O)[nH]1)CCCC2
  i	i	i	-9	i	-2	i	5	-1	i	-8
O=C(NCCCl)Nc1cc([N+](=O)[O-])ccc1Cl
  i	i	i	-3	i	-2	i	-7	-3	i	-6
CNC(=O)c1nnn(Cc2ccccc2)c1NC(C)=O
  i	i	i	3	i	1	i	-4	-1	i	-6
Cc1ccc(NC(=O)COC(=O)[C@H](C)N2C(=O)C3CC=CCC3C2=O)cc1S(=O)(=O)N(C)C (stereo partly specified)
  i	i	i	·	i	0	i	7	-2	i	3
CCOC(=O)C1=C(N)c2ccccc2CC1C(C)C (stereo unspecified)
  i	i	i	1	i	3	i	4	-2	i	-9
Cc1ccc(N=Nc2ccc(O)c(P(=O)(c3ccccc3)c3ccccc3)c2)cc1
  i	i	i	12	i	13	i	-8	-2	i	-13
CCN1CCN(C(=O)c2cccc(OC3CCN(S(=O)(=O)N(C)C)CC3)c2)CC1
  i	i	i	1	i	-1	i	-2	0	i	-6
Cc1ccc(OCCSc2ncnc3sc(C)c(C)c23)cc1C
  i	i	i	-5	i	-2	i	2	-2	i	-10

# More entries follow.
# Values run as follows: KCNK3 inh	KCNQ1 block	KCNK9 inh	Dyrk1A ADPGlo	PolyA inhibitor	GSK3B inh	RGS4 pot	HDAC3 inh	GSK3A inh	KCNQ1 act	hERG protect
CC(CCc1ccccc1)NC(=O)c1cccc([N+](=O)[O-])c1 (stereo unspecified)
  i	i	i	-6	i	1	i	-2	11	i	-3
O=C(CN1CCN(C(c2ccccc2)c2ccccc2)CC1)N1CCOCC1
  i	i	i	-1	i	-1	i	-7	-4	i	-2
O=C(Nc1nnc(CCN2CCCCC2)s1)c1ccccc1Cl
  i	i	i	·	i	0	i	2	-3	i	-6
COc1ccc(OC)c(/C=N/NC(=O)Cn2ccnc2C)c1
  i	i	i	·	i	-1	i	-57	-1	i	-10
OCCNc1nc2ccccc2nc1NCCO
  i	i	i	-3	i	1	i	-18	0	i	-5

# Screening data deposited in PubChem BioAssay by several laboratories.
